High-throughput results: PubChem, several laboratories
PME-1 inh = blocks human protein phosphatase methylesterase 1 | inhibition, % at 5.9 µM | hit rate 0.53% among 320,000 | recombinant PME-1, FP-Rh probe fluorescence polarization;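 active = inhibition above the campaign mean of all compounds plus 3 SD, cut at about 26% in these data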;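 also: competitive labeling of PME-1 active site by serine hydrolase directed probe; 0% = PME-1 with DMSO and 100% = wells lacking PME-1 enzyme; inhibitors block probe labeling so polarization falls and inhibition rises; many of its hits are not listed in these tables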
Target sequence (Q9Y570 whole entry, looked up): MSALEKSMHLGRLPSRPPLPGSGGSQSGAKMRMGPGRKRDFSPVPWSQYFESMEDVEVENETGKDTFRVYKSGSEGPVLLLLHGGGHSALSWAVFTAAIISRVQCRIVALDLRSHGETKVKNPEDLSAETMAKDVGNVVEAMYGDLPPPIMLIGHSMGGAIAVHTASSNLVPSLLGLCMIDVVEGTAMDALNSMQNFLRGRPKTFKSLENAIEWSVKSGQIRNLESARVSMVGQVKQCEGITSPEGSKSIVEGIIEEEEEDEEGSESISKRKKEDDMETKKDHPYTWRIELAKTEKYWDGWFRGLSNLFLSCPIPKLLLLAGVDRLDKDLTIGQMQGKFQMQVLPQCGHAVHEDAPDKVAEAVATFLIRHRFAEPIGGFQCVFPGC
GLD-1 RNA inh = GLD-1-TGE RNA interaction inhibition (C. elegans); Q17339; purified GLD-1 + fluorescein TGE RNA, fluorescence polarization; inhibition, % at 5.96 µM; hit rate 0.44% among 320,000;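 active = percent inhibition above a per-plate cutoff, the plate mean of test compounds plus 3 SD, cut at about 30% in these data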;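 also: 0% = DMSO wells with GLD-1 and probe and 100% = wells lacking GLD-1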
MEX-5 binding = C. elegans MEX-5 TCR-2 RNA binding activity. Q9XUB2. MEX-5/FITC-TCR2 RNA binding, fluorescence polarization; stronger effect = lower value. activity score (negative = inhibition of binding), % at 10 µM. hit rate 0.38% among 300,000. AID 1832;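 active = inhibition past about -25% in most replicates, and total fluorescence under double the plate's negative control median, limit read from the data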;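 also: 0% = DMSO and -100% = 5 µM competing unlabeled TCR2 RNA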
GSTO1 counter = blocks human GSTO1 in RBBP9 counter-screen; P78417; AID 1974; inhibition, % at 5.96 µM; hit rate 1.1% among 300,000; recombinant GSTO1, activity-based probe fluorescence polarization;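 active = inhibition above the campaign mean inhibition plus 3 SD, cut at about 35% in these data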;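 also: 0% = GSTO1-1 with DMSO and 100% = wells lacking GSTO1-1 enzyme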
Target sequence (P78417 whole entry, looked up): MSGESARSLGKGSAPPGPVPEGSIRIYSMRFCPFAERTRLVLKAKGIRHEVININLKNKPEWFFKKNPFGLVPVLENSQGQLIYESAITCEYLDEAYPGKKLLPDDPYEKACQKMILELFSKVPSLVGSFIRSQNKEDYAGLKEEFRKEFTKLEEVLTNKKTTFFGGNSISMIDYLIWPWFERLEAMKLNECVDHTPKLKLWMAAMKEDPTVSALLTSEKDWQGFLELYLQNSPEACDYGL
PAD4 inh = PAD4 (human) enzyme inhibition. hit rate 0.41% among 330,000. AID 485272. Q9UM07. recombinant PAD4, RCA probe fluorescence polarization. inhibition, % at 6.36 µM;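 active = percent inhibition above a cutoff equal to the mean of all tested compounds plus 3 SD, cut at about 15% in these data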;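 also: 0% = PAD4 with RCA probe and DMSO and 100% = probe without PAD4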
Bcl-xL primary = blocks human Bcl-xL binding to Bim BH3 peptide; inhibition, % at 10.9 µM; GST-Bcl-xL / FITC-Bim BH3 peptide fluorescence polarization; Q07817; hit rate 0.7% among 320,000; AID 2129;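 active = inhibition above the mean of all tested compounds plus 3 SD, cutoff set per campaign, cut at about 30% in these data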;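 also: 0% = DMSO wells and 100% = unlabeled Bim-BH3 peptide competitor; inhibitors lower millipolarization by displacing the labeled peptide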
Fam108B inh = counter-screen for RBBP9 inhibitors: inhibitors of mouse Fam108B. hit rate 0.33% among 300,000. inhibition, % at 9.51 µM. recombinant Fam108B, FP-Rh probe fluorescence polarization;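 active = inhibition above the screen mean inhibition plus 3 SD, computed separately per campaign, cut at about 18% in these data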;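 also: inhibitors lower polarization as less probe binds the enzyme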
TPT1 inhibitor = inhibitors of Candida albicans tRNA 2'-phosphotransferase TPT1. recombinant caTPT1, FP RNA substrate dephosphorylation. inhibition, % at 5 µM. hit rate 0.81% among 300,000. AID 1962;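 active = inhibition above the mean of all tested compounds plus 3 SD, set per screening campaign, cut at about 24% in these data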;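 also: plate controls were DMSO alone for no effect and ferristatin control at 100 nM for full effect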
MCL1-BIM inh = MCL1-BIM-BH3 interaction inhibition (human) | Q07820 | GST-MCL1 / FITC-Bim-BH3 fluorescence polarization | inhibition, % at 10.9 µM | hit rate 0.68% among 320,000 | AID 2057;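 active = inhibition above the mean inhibition of all tested compounds plus 3 SD, set per campaign, cut at about 40% in these data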;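 also: 0% = DMSO wells and 100% = unlabeled Bim-BH3 peptide control; higher means more loss of mP so more displacement of Bim peptide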
Target sequence (Q07820 whole entry, looked up): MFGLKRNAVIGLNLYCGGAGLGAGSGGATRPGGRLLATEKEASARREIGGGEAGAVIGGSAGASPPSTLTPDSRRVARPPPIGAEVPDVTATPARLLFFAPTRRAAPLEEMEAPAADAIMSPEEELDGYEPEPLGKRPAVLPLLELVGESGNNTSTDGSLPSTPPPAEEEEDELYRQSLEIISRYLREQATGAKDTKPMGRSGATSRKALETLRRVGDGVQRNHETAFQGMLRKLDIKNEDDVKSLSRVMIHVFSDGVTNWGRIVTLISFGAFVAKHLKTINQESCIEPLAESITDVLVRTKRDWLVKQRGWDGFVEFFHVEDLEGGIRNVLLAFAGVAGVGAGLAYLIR
* hit, by the source's call; . = no result given.

Results follow in this order: PME-1 inh | GLD-1 RNA inh | MEX-5 binding | GSTO1 counter | PAD4 inh | Bcl-xL primary | Fam108B inh | TPT1 inhibitor | MCL1-BIM inh
1	CCOC(=O)N1CCC(N2CCN(S(=O)(=O)c3ccc(NC(C)=O)cc3)CC2)CC1
    1 | 5 | -2.2 | 5 | 1 | 4 | 0 | 2 | 2
2	O=C(Oc1cccc2cccnc12)c1ccc(Br)o1
    4 | 6 | -0.6 | 0 | -2 | 3 | -3 | -3 | 5
3	O=C1C=Cc2ccccc2/C1=C/c1[nH]c(=O)[nH]c1O
    1 | -9 | 4.2 | 10 | -3 | 0 | -2 | 3 | -6
4	CC(CCc1ccccc1)NC(=O)CCCCCNc1nc(=S)[nH]c2ccccc12 (configuration not stated)
    -3 | 6 | 0.4 | -6 | -5 | 3 | -2 | 2 | 4
5	CC(C)C1C(C#N)=C(N)Oc2n[nH]c(C(C)(C)C)c21 (configuration not stated)
    2 | -8 | . | -11 | 1 | 6 | 1 | -2 | 4
6	COCc1c(C(=O)N/N=C/c2ccco2)nnn1-c1nonc1N
    2 | 0 | 1.8 | -2 | -4 | 1 | 3 | -1 | -5
7	CC(C)CC(N=C1NC(C)(C)Cc2ccccc21)C(=O)O (configuration not stated)
    -4 | -2 | 1.6 | 2 | 7 | 1 | -3 | -3 | 0
8	COc1ccc2c(c1)c(CC(=O)Nc1cc(C)ccc1C)c(C)n2C(=O)c1ccc(Cl)cc1
    -5 | 4 | 3.2 | -2 | -5 | -5 | -15 | 0 | -28
9	Cc1nc(=O)c(-c2ccccc2)c(C)n1-c1cccc(/C=C/C(=O)O)c1
    -4 | -4 | 0.7 | 4 | 3 | 8 | -4 | 0 | 0
10	C[n+]1cn(CC(O)COCc2ccccc2)c2ccccc21 (configuration not stated)
    -2 | 0 | 0.5 | -6 | -2 | -10 | 2 | -1 | -16
11	COc1ccc(Cl)cc1S(=O)(=O)Nc1ccc(Cl)cn1
    4 | 0 | 0.9 | 2 | -1 | 0 | 0 | -2 | -9
12	CCOC(=O)c1c(C)[nH]c(C)c1C(=O)COC(=O)c1ccc(OC)c(OC)c1
    2 | -1 | 0.7 | 35* | -4 | 3 | 0 | 0 | 3
13	Cn1c(SCC(=O)N/N=C/c2ccncc2)nc2ccccc21
    3 | 5 | 1.0 | 7 | 0 | -1 | 1 | -4 | -5
14	N#Cc1ccc(COC(=O)c2cccnc2Cl)cc1
    -2 | -1 | 1.7 | 8 | -5 | 9 | 4 | 3 | 6
15	O=C(O)c1cccc(NC(=S)NC(NC(=O)c2ccco2)C(Cl)(Cl)Cl)c1 (configuration not stated)
    0 | 0 | 2.0 | -1 | 4 | 5 | 0 | -2 | 3
16	O=C(NCc1cccs1)C1CC(c2ccccc2O)=NO1 (configuration not stated)
    -4 | 0 | -1.3 | 14 | 4 | 3 | -1 | 1 | 5
17	COc1cccc2c(O)c(-c3ccccc3)c(=O)[nH]c12
    -1 | 2 | 0.2 | 0 | 1 | 8 | 1 | -1 | 1
18	CSc1nc(C)cc(SCC(=O)Nc2ccccc2)n1
    4 | 3 | -1.7 | -1 | -5 | 4 | 0 | -3 | -1
19	COCCNC(=O)Cn1nc(-c2ccccc2)c2ccccc2c1=O
    -4 | 1 | -0.3 | 2 | -2 | 1 | 1 | 0 | 2
20	CSCCC(NC(=O)COc1ccccc1)C(=O)N(C)Cc1cccc(F)c1 (configuration not stated)
    -2 | 1 | . | . | -5 | 5 | . | . | 1

Single values from the list:
Value of COCCNC(=O)Cn1nc(-c2ccccc2)c2ccccc2c1=O under TPT1 inhibitor: 0
Value of CCOC(=O)c1c(C)[nH]c(C)c1C(=O)COC(=O)c1ccc(OC)c(OC)c1 under GSTO1 counter: 35*
Value of COc1cccc2c(O)c(-c3ccccc3)c(=O)[nH]c12 under PAD4 inh: 1
Value of O=C1C=Cc2ccccc2/C1=C/c1[nH]c(=O)[nH]c1O under GLD-1 RNA inh: -9
Value of CC(CCc1ccccc1)NC(=O)CCCCCNc1nc(=S)[nH]c2ccccc12 (configuration not stated) under PAD4 inh: -5
Value of Cn1c(SCC(=O)N/N=C/c2ccncc2)nc2ccccc21 under MCL1-BIM inh: -5

The listing picks up with the 2 entries that preceded the break.
Results follow in this order: PME-1 inh | GLD-1 RNA inh | MEX-5 binding | GSTO1 counter | PAD4 inh | Bcl-xL primary | Fam108B inh | TPT1 inhibitor | MCL1-BIM inh
19	COCCNC(=O)Cn1nc(-c2ccccc2)c2ccccc2c1=O
    -4 | 1 | -0.3 | 2 | -2 | 1 | 1 | 0 | 2
20	CSCCC(NC(=O)COc1ccccc1)C(=O)N(C)Cc1cccc(F)c1 (configuration not stated)
    -2 | 1 | . | . | -5 | 5 | . | . | 1
21	Cc1ccc(N2C(=O)Nc3ccccc3C2(O)C(=O)N2CCN(c3ccccn3)CC2)cc1C (configuration not stated)
    -4 | 2 | 0.0 | 7 | 0 | 0 | 1 | 0 | -4
22	O=C(CNC(=O)c1ccc(Cl)cc1)NCc1ccccn1
    -9 | -3 | . | . | -6 | 5 | . | . | 6
23	N#Cc1c(N)nc(SCC(=O)NCCc2ccccc2)c(C#N)c1-c1cccs1
    -2 | 1 | . | 6 | 3 | -2 | -1 | 4 | -8
24	O=C(CCC(=O)Nc1ccc(Br)cc1)N/N=C/c1ccccc1F
    -3 | 6 | 3.6 | 2 | 0 | 6 | -2 | -5 | 10
25	CCCCN(CCCC)C(=O)CSc1nnc(-c2cc(OC)c(OC)c(OC)c2)o1
    -2 | 4 | -0.8 | 7 | -6 | 3 | 2 | 1 | 9
26	COC(=O)c1ccc(NC(=O)c2cc(-c3ccccn3)nc3ccccc23)cc1
    4 | 1 | -0.9 | 0 | -3 | -2 | -6 | 2 | 5
27	CCOC(=O)N1CCN(S(=O)(=O)c2ccc(F)c(C(=O)Nc3cccc(C)c3C)c2)CC1
    6 | 6 | 1.0 | 4 | 3 | 2 | 1 | 4 | -3
28	Cc1ccc(-n2nc(C)c(C(=O)N3CCN(C(=O)c4ccco4)CC3)c2-n2cccc2)cc1
    -5 | 2 | 0.6 | 5 | 0 | 6 | -4 | 0 | -1
29	O=C(CCCN1C(=O)C(c2ccccc2)Oc2cccnc21)NCCc1ccc(Cl)cc1 (configuration not stated)
    -2 | 3 | 3.2 | -2 | 0 | 6 | 7 | 0 | 3
30	Cc1nn(C)c(C)c1/C=C(/C(=O)C(C)(C)C)n1cncn1
    3 | 3 | . | 0 | 1 | 3 | -5 | 1 | 1
31	O=C(CSc1nc(O)cc(=O)n1-c1ccccc1)Nc1nc2ccccc2s1
    -27 | -9 | 0.5 | -26 | 3 | -2 | -10 | 4 | -4
32	CN(C(=O)c1cc(COc2ccc(F)c(F)c2)on1)C1CCOC1 (configuration not stated)
    -1 | 4 | -3.3 | 4 | -4 | 3 | -1 | 3 | -5
33	O=C(NCCCO)c1c(O)c2cccc3c2n(c1=O)CCC3
    2 | -8 | -0.7 | 12 | 5 | 5 | -1 | -3 | -1
34	CC(C)(C)C(=O)NC(=S)NNC(=O)C(c1ccccc1)c1ccccc1
    -1 | 0 | -2.7 | -1 | -4 | 2 | -3 | -1 | 2
35	COc1ccc(OC)c(NC(=O)C(CCS(C)(=O)=O)NC(C)=O)c1 (configuration not stated)
    -6 | -7 | 0.6 | 6 | 3 | 3 | -3 | -4 | 10
36	O=C(CSc1nnc(-c2ccccc2)o1)N1CCOCC1
    -3 | 4 | 1.2 | 4 | 1 | 4 | 0 | -4 | 1
37	CC1(C)O[C@@H]2[C@H](O1)[C@@H](CO)O[C@H]2n1ccc(=O)[nH]c1=O
    1 | -1 | . | . | -1 | -7 | . | . | -11
38	CCNC(=S)N(CCN(CC)CC)Cc1cc2cc3c(cc2[nH]c1=O)OCO3
    -3 | 0 | -0.2 | -2 | 2 | 8 | -5 | 4 | 10
39	CCc1ccc(NC(=S)Nc2cc(C(=O)O)ccc2N2CC3CC(C2)c2cccc(=O)n2C3)cc1 (configuration not stated)
    3 | -6 | 0.9 | 3 | -3 | 8 | 0 | -3 | 5
40	CCCNC(=S)Nc1ccc(Nc2ccccc2)cc1
    1 | -2 | -0.5 | 0 | 1 | 3 | 3 | 2 | 0

The results go on.
Results follow in this order: PME-1 inh | GLD-1 RNA inh | MEX-5 binding | GSTO1 counter | PAD4 inh | Bcl-xL primary | Fam108B inh | TPT1 inhibitor | MCL1-BIM inh
41	CC1CN(CC(=O)NCc2ccc(Cl)cc2)CC(C)O1 (configuration not stated)
    2 | 4 | 0.1 | 8 | -8 | -1 | -1 | 1 | -1
42	COc1ccc(CCNC(=O)CSC2=NS(=O)(=O)c3cc(Cl)ccc3N2)cc1OC
    2 | 3 | 2.2 | 8 | -4 | 5 | -2 | 1 | 0
43	CN(CC(=O)Nc1cccc(F)c1)C(=O)CCCc1cccs1
    3 | -1 | . | 5 | -6 | 3 | -3 | -3 | 5
44	COc1cc(/C=C(\C#N)C(=O)Nc2ccc3c(c2)OCCO3)ccc1O
    5 | -24 | 4.8 | 7 | -7 | -15 | 2 | 57* | -18
45	CCn1nc(C(=O)N2CCN(Cc3ccc4c(c3)OCO4)CC2)c2ccccc2c1=O
    2 | 1 | -0.3 | 1 | -1 | 6 | 1 | -1 | 13
46	CCn1c(SCC(=O)Nc2ccc(C)cc2)nc2sc3c(c2c1=O)CCN(C)C3
    -4 | -2 | 1.1 | 1 | 0 | 3 | -5 | 6 | -1
47	O=C(NCCN1CCOCC1)c1ccc2c(c1)N(Cc1ccc(F)cc1)C(=O)c1ccccc1S2(=O)=O
    -4 | -5 | -0.9 | 7 | -2 | 0 | -1 | 2 | -6
48	CCNS(=O)(=O)c1cccc(C(=O)c2c(C)cc3ccccn23)c1
    1 | 3 | 1.4 | 4 | 1 | 4 | 1 | 0 | 1
49	COc1ccc(C(=O)N/N=C/c2ccccc2OC(=O)c2ccccc2)cc1
    -18 | -3 | -2.6 | 8 | -1 | 1 | -18 | -2 | 2
50	O=C(Cn1cc(C(=O)C(F)(F)F)c2ccccc21)Nc1ccccc1F
    -3 | -7 | 1.2 | -5 | -3 | 5 | 2 | -4 | 9
51	Cn1c(=O)[nH]c(=O)c2c1nc(SCC(O)CO)n2Cc1ccccc1Cl (configuration not stated)
    0 | 3 | 1.8 | 1 | 0 | 1 | -1 | -3 | -3
52	C/C(=N/OCO/N=C(\C)c1ccc(F)cc1F)c1ccc(F)cc1F
    4 | 1 | 0.3 | 5 | -3 | 1 | 4 | 7 | -5
53	COc1ccc(OC)c(S(=O)(=O)N(C)CC(=O)Nc2ccccc2OC)c1
    1 | -1 | -2.5 | 2 | -6 | 0 | 1 | -1 | 3
54	Cc1ccc(-c2ccccc2[C@@H]2C[C@H]3CN(C)C(=O)[C@]34CCCN24)o1
    0 | 1 | 1.9 | 5 | -2 | 6 | 3 | 1 | 1
55	FC(F)(F)c1nc(N2CCCC2)ncc1-c1nnnn1-c1ccccc1
    13 | 3 | -3.3 | -2 | -4 | -2 | -1 | 0 | -8
56	CC(C)(C)C(=O)NCCCNc1ccc([N+](=O)[O-])cc1
    2 | 5 | 1.7 | 12 | -1 | 7 | 3 | -1 | 9

These rows are one share of the data; rates above refer to the full screens.
